Growth percent in the NCI-60 one-dose screen (48 h, 10 µM unless noted): 100 = growth as untreated, 0 = no growth, -100 = all killed.
T-47D – T-47D breast cancer; 79,000 compounds, 5% hits; AID 1794792
UACC-257 – UACC-257 melanoma. 78,000 compounds, 4.4% hits
UACC-62 – UACC-62 melanoma; 81,000 compounds, 5.4% hits; AID 1794756
BT-549 – BT-549 breast cancer. 78,000 compounds, 4.4% hits. AID 1794793
MALME-3M – MALME-3M melanoma; 78,000 compounds, 5.8% hits
MCF7 – MCF7 breast cancer; 82,000 compounds, 6.3% hits
LOX IMVI – LOX IMVI melanoma. 79,000 compounds, 7.4% hits. AID 1794757
HS 578T – HS 578T breast cancer | 78,000 compounds, 4.1% hits
* hit, by the source's call; . = not tested or not shown; & = joins results of further samples. How the source made its calls: active means growth percent below 10; inactive means the rest.

SMILES	T-47D	UACC-257	UACC-62	BT-549	MALME-3M	MCF7	LOX IMVI	HS 578T
O=c1c2cc(F)ccc2sc2c(Nc3cccnc3)nc3ccccc3c12	85	98	101	99	103	55	89	74
O=C1CCCN1C1CCN(Cc2ccc(Cl)cc2)c2ccc(Cl)cc21 (stereo unspecified)	59	88	53	62	73	85	67	94
CN(C)S(=O)(=O)c1c([N+](=O)[O-])ncn1C	89	97	99	.	80	85	93	109
CC(C)CC(N)=O	98&108	90&105	101&99	97&107	112&106	95&100	107&92	106&103
Oc1c(CN2CCC(N3CCCCC3)CC2)cc(Cc2cc(CN3CCC(N4CCCCC4)CC3)c(O)c3ncccc23)c2cccnc12	7.3*	57	-18*	27	15	6.6*	4.4*	53
c1ccc(-c2cn(-c3nc(N4CCOCC4)c4ccccc4n3)nn2)cc1	83	96	89	89	116	87	90	84
CCOC(=O)Nc1cc(Cl)ccc1O	.	63	67	69	105	78	86	91
N#C/C(=C/c1cc(Br)cc(Br)c1O)C(N)=O	90	102	86	97	97	100	95	103
Cc1cc2nc3c4cccc(O)c4n(CCN(C)C)c3nc2cc1C	64	64	49	77	33	24	8.1*	73
COC(=O)c1nc(N)nc(C(=O)OC)c1C(=O)c1cccc([N+](=O)[O-])c1	104	107	102	113	98	97	99	96
c1ccc2c(c1)ncn2-c1ccnc(NC2CCOC2)n1 (stereo unspecified)	71	120	97	95	127	93	98	105
COc1ccc(Nc2nnc(-c3ccc4c(c3)OCO4)o2)cc1	74	90	31	84	91	81	38	118
Cc1nn(-c2ccccc2)c(Oc2ccccc2)c1-c1nc2ccc(C(=O)O)cc2[nH]1	109	102	93	105	91	102	99	.
O=[N+]([O-])c1cc(Cl)c(Cl)cc1NS(=O)(=O)c1ccccc1	81	79	37	73	60	87	95	107
COc1ccc(/C=C2\SC(=Nc3cc(C)on3)NC2=O)cc1	104	97	95	88	96	89	.	97
CCCCNC(=O)NS(=O)(=O)c1ccc(N2N=C(c3ccc(C(C)(C)C)cc3)CCC2=O)cc1	93	109	104	100	.	88	.	96
O=S(=O)(Nc1ncccn1)c1ccc(-n2c(-c3ccc(Br)cc3)nc(-c3ccccc3)c2-c2ccccc2)cc1	2.8*	59	34	8.3*	75	29	32	20
COc1ccc(CN2CC3CC3(COc3ccc(F)c(F)c3)C2)cc1F (stereo unspecified)	90	103	81	106	93	63	82	94
C=C(C)[C@@H]1CCC=C2CC[C@]3(C)[C@H](CC[C@@H]4[C@@]5(C)CC[C@H](OC(=O)c6cccnc6)C(C)(C)[C@@H]5CC[C@]43C)[C@H]21	87	109	93	99	97	92	100	109
CC(=O)C(c1ccccc1)(c1ccccc1C)c1ccccc1C	114	104	74	.	97	105	90	100
COc1ccccc1/C=C1\SC(=Nc2ccc(NC(C)=O)cc2)NC1=O	100	103	97	89	103	90	98	85
O=C(C[n+]1ccc2ccccc2c1)c1cccs1	93	99	88	88	95	82	.	.
Cc1cc(C#Cc2ccc(C(C)(C)C)cc2)ccc1-n1c(/C=C/c2c(Cl)cccc2Cl)nc2ccccc2c1=O	82	110	101	105	116	86	87	.
O=C(Nc1cccc(Cl)c1)Sc1ccccc1	83	86	.	89	94	101	97	98
Nc1nc2ccccc2c2c(=O)c3cc(Cl)ccc3sc12	45	99	93	105	108	27	103	100
COc1ccc(Cl)cc1NC(=O)c1c(NC(=O)C(F)(F)C(F)(F)F)sc2c1CCCCC2	.	-16*	7.0*	-4.7*	-25*	4.9*	18	-3.5*
CCN(CC)CC(C)Nc1ccc(C)c2sc3ccccc3c(=O)c12 (stereo unspecified)	54	0.5*	3.9*	82	65	33	23	74
CC(C)(C)NC/C(=C\c1ccccc1)C(=O)c1ccccc1	.	-8.4*	-79*	16	.	7.6*	-77*	38
O=[N+]([O-])c1ccc(-c2cc3c(NCCc4ccccc4)ncnc3s2)cc1	62	67	75	96	103	82	89	104
CCOC(=O)C1=C(Cn2cc(CO)nn2)N(C)C(=O)NC1c1ccccc1 (stereo unspecified)	99	110	101	103	98	89	94	114

Nothing new here: an excerpt of the list.
SMILES	T-47D	UACC-257	UACC-62	BT-549	MALME-3M	MCF7	LOX IMVI	HS 578T
Cc1cc(C#Cc2ccc(C(C)(C)C)cc2)ccc1-n1c(/C=C/c2c(Cl)cccc2Cl)nc2ccccc2c1=O	82	110	101	105	116	86	87	.
O=C(Nc1cccc(Cl)c1)Sc1ccccc1	83	86	.	89	94	101	97	98
Nc1nc2ccccc2c2c(=O)c3cc(Cl)ccc3sc12	45	99	93	105	108	27	103	100
COc1ccc(Cl)cc1NC(=O)c1c(NC(=O)C(F)(F)C(F)(F)F)sc2c1CCCCC2	.	-16*	7.0*	-4.7*	-25*	4.9*	18	-3.5*

Next entries:
SMILES	T-47D	UACC-257	UACC-62	BT-549	MALME-3M	MCF7	LOX IMVI	HS 578T
COc1ccc(C2c3ccc4ccccc4c3Oc3ncn(CCCn4ccnc4)c(=N)c32)cc1OC (stereo unspecified)	72	72	69	70	.	52	36	84
OCCNc1nc(Nc2ccc(Cl)cc2)nc(Nc2ccc(C3=NN(c4cc(Cl)cc(Cl)c4)C(c4ccc(F)cc4)C3)cc2)n1 (stereo unspecified)	95	102	86	84	95	93	98	61
COC(=O)c1c(C(=O)OC)c2n(CC(=O)Nc3cccc4cccnc34)c3ccccc3n2c1C(=O)c1ccc(-c2ccccc2)cc1	97	101	89	110	.	87	98	108
COc1cc(C(=O)Oc2ccccc2OC(=O)c2cc(OC)c(OC)c(OC)c2)cc(OC)c1OC	102	87	103	94	130	97	95	.
COc1ccc(C(=O)c2ccc(C)cc2)c(O)c1	70	.	67	88	105	85	101	87
CC(=O)c1ccc2c3c(n(C)c2c1)CCCC3	109	116	96	97	118	96	.	141
OC(Cc1ccc(Cl)cc1)c1ccccc1 (stereo unspecified)	121	111	99	.	113	92	106	111
COc1ccc(C(C)c2ccc(OC)cc2)cc1	105	107	106	.	98	94	95	104
CCCc1nc2c(c(=O)n(C)c(=O)n2C)n1C	97	94	95	114	94	93	102	101
N=C1SCC(=O)N1c1ccc(NC(=O)c2ccccc2-c2ccccc2C(=O)O)cc1	106	99	91	101	.	92	.	109
O=C(O)c1cccc(-c2ccc(/C=N/NC(=O)c3[nH]c4ccc(Br)cc4c3-c3ccccc3)o2)c1	55	94	35	35	55	53	.	.
Cc1cccc2c1C[C@@]1(C2=O)C(c2ccc(C(C)(C)C)cc2)=NOS1=O (stereo partly specified)	70	96	74	104	93	66	77	87
CCCCOc1ncnc2c1CC(C)c1cc(Cl)ccc1N2C (stereo unspecified)	72	110	98	100	97	88	107	97
COc1cccc2nc(Nc3cccc(NC(=O)c4cc(-n5cnc(C)c5)cc(C(F)(F)F)c4)c3)ccc12	54	68	76	84	67	51	64	41
Oc1cccc2ccc(-c3n[nH]c(=S)o3)nc12	91	105	91	98	76	51	89	108
Cc1cc(=O)n(C(=O)Nc2ccc(Cl)cc2)c2cc(O)ccc12	101	102	95	104	104	108	98	108
COc1ccc(-c2nc3sc(C)nn3c2/C=C2/C(=O)Nc3ccc(Cl)cc32)cc1	85	102	72	61	.	57	70	88
O=c1oc2c(cc1-c1ccccc1)c(=O)[nH]c1ccccc12	95	100	95	98	96	87	96	98
COc1ccc(S(=O)(=O)N2C(=O)N(S(=O)(=O)c3ccc(OC)cc3OC)[C@H](OC)[C@H]2OC)c(OC)c1	91	109	84	93	93	93	106	110
COc1ccc(-c2nc(NN3C(=O)C4C=CC=CC4C(=O)OC3c3ccc(OC)c(O)c3)[nH]c(=O)c2Br)cc1 (stereo unspecified)	77	97	98	102	101	96	93	110
Nc1nnc(CSCc2ccc(F)cc2)s1	85	90	89	.	97	100	100	94
Cc1ccc(S(=O)(=O)NC(CCC(=O)O)C(=O)O)cc1 (stereo unspecified)	111	95	101	106	108	95	96	112
NCCCNc1nc2ccccc2c2c(=O)c3cc(C(F)(F)F)ccc3sc12	27	96	95	88	87	-49*	-98*	12
NC(=O)c1c(Br)cc(Br)c(NC(=O)CCl)c1Br	55	.	106	79	94	88	80	78
COc1ccc(-c2nc(SCCC(C)C)nc(Nc3ccc(C(C)=O)cc3)c2C#N)cc1	110	104	102	108	101	103	96	107
COc1ccc2c(c1)O/C(=C\c1cccc(O)c1)C2=O	89	100	92	95	104	73	98	99
Cc1cc(NS(=O)(=O)c2ccc(N/C=C/C(=O)c3cc4cc(Br)ccc4oc3=O)cc2)no1	85	86	80	99	100	.	97	97
Nc1ccc2ccccc2c1[N+](=O)[O-]	102	98	103	103	127	100	97	146
NS(=O)(=O)c1cnccc1Oc1c(-c2ccccc2)oc2ccccc2c1=O	108	105	99	133	122	117	104	95
O=C(N/N=C\c1cc(Br)cc(Br)c1O)N/N=C/c1cc(Br)cc(Br)c1O	62	.	39	.	70	52	51	61

Single records, as listed above.
COc1ccc(S(=O)(=O)N2C(=O)N(S(=O)(=O)c3ccc(OC)cc3OC)[C@H](OC)[C@H]2OC)c(OC)c1 is listed as T-47D = 91; UACC-257 = 109; UACC-62 = 84; BT-549 = 93; MALME-3M = 93; MCF7 = 93; LOX IMVI = 106; HS 578T = 110
O=c1oc2c(cc1-c1ccccc1)c(=O)[nH]c1ccccc12 is listed as T-47D = 95; UACC-257 = 100; UACC-62 = 95; BT-549 = 98; MALME-3M = 96; MCF7 = 87; LOX IMVI = 96; HS 578T = 98

Continuation:
SMILES	T-47D	UACC-257	UACC-62	BT-549	MALME-3M	MCF7	LOX IMVI	HS 578T
FC(F)(F)c1cccc(CCC2CCCC2C2CC2)c1 (stereo unspecified)	98	108	104	124	102	101	106	110
CC(=O)NC(Cc1ccccc1)C(=O)Nc1ccc(Cl)cc1 (stereo unspecified)	111	90	100	97	87	98	94	105
CCC(=O)c1cc(-c2cc(C(=O)CC)[nH]n2)n[nH]1	107	110	96	112	100	94	92	105
C1CCc2c(-c3n[nH]c4c3CCCC4)n[nH]c2C1	.	109	94	107	96	98	87	99
O=C(CCCCCCN1CC(=O)N2[C@@H](c3cccc(Cl)c3)c3[nH]c4ccccc4c3C[C@H]2C1=O)NO	20	44	16	83	29	38	-80*	69
O=C1Cc2ccccc2C(=O)N1Nc1ccccc1	.	101	73	105	145	102	86	92
Cc1cc(C)n(C(=O)c2sc(=S)n(-c3ccccc3)c2N=Nc2c(N)n[nH]c2N)n1	117	106	98	107	74	97	101	113
CC(=O)N1CC(Nc2ccc(OC(F)(F)F)cc2)=CC1=O	26	47	39	.	56	12	44	39
NC(=O)C[n+]1ccccc1	101	89	.	113	112	109	103	106
CS(C)=O	153&101	116&89	107&98	115&103	109	104&95	110&100	107
O=C(O)c1cccc2cccc(-c3c4ccc(=O)c(O)c-4oc4c(O)c(O)ccc34)c12	99	110	91	94	102	101	90	99
CC1CCCCN1S(=O)(=O)c1ccc(CN=C=S)cc1 (stereo unspecified)	.	80	84	76	87	10	3.5*	59
O=S(=O)(O)c1cccc2cccc(O)c12	108	102	110	121	105	105	.	.
O=C1c2ccccc2C(=O)c2c(N=Nc3c(O)[nH]c4ccc(Cl)cc34)cccc21	93	99	89	107	100	87	100	95
C=CCOC(=O)C1=C(C)N(CC)C(=O)NC1c1c(Cl)n(C)c2ccccc12 (stereo unspecified)	91	98	83	102	99	99	89	96
O=c1[nH]c2ccc(Cl)cc2cc1CSc1ccc(Nc2nccc(-c3ccc4c(c3)OCO4)n2)cc1	99	121	121	117	125	98	92	111
Cc1ccc(NC(=O)Nc2c(Cl)cccc2Cl)cn1	97	100	79	118	109	92	101	98
O=C(N=Nc1c(O)[nH]c2ccc([N+](=O)[O-])cc12)c1ccc2nc(-c3ccc(Cl)cc3)[nH]c2c1	82	111	94	114	79	78	78	98
N#C/C(=C/NC(=S)Nc1ccccc1)C(N)=O	99	106	103	105	.	97	96	107
CC(C)(C)OC(=O)N1CCC[C@]2(C)[C@H]3C=CC4=C5C[C@](C)(CO)CC[C@]5(C)CC[C@@]4(C)[C@]3(C)CC[C@H]2C1(C)C	95	116	98	119	102	97	93	99
COc1ccc(C(=O)c2cc3c(N)c(C(=O)Nc4ccc(Cl)cc4)sc3nc2C)cc1	66	77	79	80	59	62	83	60
CCOC(=O)C1CC2OC2CC1C(=O)OCC (stereo unspecified)	103	105	101	111	144	109	110	108
COC(=O)C1OCOC2C(C(=O)OC)OCOC12 (stereo unspecified)	119	110	106	103	107	107	99	106
CC(=O)Oc1ccc(OC(C)=O)c(C(=O)O)c1	97	95	106	110	.	101	93	101
COc1cc(C2CC(=O)c3c(C)nn(-c4nc5ccccc5[nH]4)c3C2)cc(OC)c1OC (stereo unspecified)	60	99	91	78	75	76	.	43
COc1ccc(CCC(=O)O)cc1	.	90	102	95	104	101	91	97
COc1cc(Nc2ncccc2NC(=O)c2cn(Cc3cccc(Oc4ccccc4)c3)nn2)cc(OC)c1	65	104	66	86	92	49	75	79
COc1ccc(/C=C/C(=O)c2ccc(NC(=O)CSc3nnc(-c4ccc(-c5nc6ccc(C)cc6[nH]5)cc4)o3)cc2)cc1	72	98	75	97	63	90	92	92
COc1cc(C2CC(c3ccc(N4CCNCC4)cc3)=NN2)ccc1F (stereo unspecified)	74	81	86	71	102	69	80	84
CC(=O)c1ccc(NC(=O)CSc2nnc(-c3cc(-c4ccc(Cl)cc4)nc4ccccc34)o2)cc1	79	98	96	80	71	56	46	110

Next part, starting with the last 2 of the part before.
SMILES	T-47D	UACC-257	UACC-62	BT-549	MALME-3M	MCF7	LOX IMVI	HS 578T
COc1cc(C2CC(c3ccc(N4CCNCC4)cc3)=NN2)ccc1F (stereo unspecified)	74	81	86	71	102	69	80	84
CC(=O)c1ccc(NC(=O)CSc2nnc(-c3cc(-c4ccc(Cl)cc4)nc4ccccc34)o2)cc1	79	98	96	80	71	56	46	110
Cc1ccc(/C=C2\CN(C(=O)OC(C)(C)C)C/C(=C\c3ccc(C)cc3)C2=O)cc1	61	79	56	100	83	16	-63*	60
Nc1nc2ccc3[nH]ncc3c2c2c1CCCC2	11	16	11	-9.9*	23	7.3*	-9.2*	-9.9*
CC1C(=O)c2cc3c(cc2CCN(C)Cc2c1ccc1c2OCO1)OCO3 (stereo unspecified)	101	98	97	103	100	93	102	.
COc1cc(OC)c(C(=O)/C=C/c2ccc(C(F)(F)F)cc2)c(OC)c1	27	63	48	-3.7*	75	20	32	66
NC(=S)CCNC(=O)c1ccccc1	99	111	99	112	95	98	106	102
